# MEX-5 binding: C. elegans MEX-5 TCR-2 RNA binding activity. activity score (negative = inhibition of binding), % at 10 µM. actives 0.38% (n = 300,000). MEX-5/FITC-TCR2 RNA binding, fluorescence polarization; hits give low values. Q9XUB2;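 active = inhibition past about -25% in most replicates, and total fluorescence under double the plate's negative control median, limit read from the data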;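 also: 0% = DMSO and -100% = 5 µM competing unlabeled TCR2 RNA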
# GLD-1 RNA inh: GLD-1-TGE RNA interaction inhibition (C. elegans). Q17339. AID 2280. actives 0.44% (n = 320,000). inhibition, % at 5.96 µM. purified GLD-1 + fluorescein TGE RNA, fluorescence polarization;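 active = percent inhibition above a per-plate cutoff, the plate mean of test compounds plus 3 SD, cut at about 30% in these data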;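 also: 0% = DMSO wells with GLD-1 and probe and 100% = wells lacking GLD-1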
# MCL1-BIM inh: inhibitors of human MCL1 binding to BIM-BH3 peptide | Q07820 | GST-MCL1 / FITC-Bim-BH3 fluorescence polarization | inhibition, % at 10.9 µM | actives 0.68% (n = 320,000) | AID 2057;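 active = inhibition above the mean inhibition of all tested compounds plus 3 SD, set per campaign, cut at about 40% in these data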;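 also: 0% = DMSO wells and 100% = unlabeled Bim-BH3 peptide control; higher means more loss of mP so more displacement of Bim peptide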
# VLA-4 inh: inhibition in a human VLA-4 binding assay. VLA-4 expressing cells, ligand binding flow cytometry. inhibition, % (about 7 µM as worked out from the volumes in the protocol). P13612. actives 0.2% (n = 330,000); in the data active = inhibition above about 50%
# Fam108B counter: blocks mouse Fam108B hydrolase in RBBP9 counter-screen. recombinant Fam108B, FP-Rh probe fluorescence polarization. inhibition, % at 9.51 µM. actives 0.33% (n = 300,000);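 active = inhibition above the screen mean inhibition plus 3 SD, computed separately per campaign, cut at about 18% in these data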;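 also: inhibitors lower polarization as less probe binds the enzyme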
# Bcl-xL primary: inhibitors of human Bcl-xL; Q07817; GST-Bcl-xL / FITC-Bim BH3 peptide fluorescence polarization; inhibition, % at 10.9 µM; actives 0.7% (n = 320,000); AID 2129;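 active = inhibition above the mean of all tested compounds plus 3 SD, cutoff set per campaign, cut at about 30% in these data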;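 also: 0% = DMSO wells and 100% = unlabeled Bim-BH3 peptide competitor; inhibitors lower millipolarization by displacing the labeled peptide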
# GRK2 inh: human GRK2 inhibition via aptamer displacement. P25098. bead flow cytometry, FAM-aptamer displacement from GRK2. inhibition of aptamer binding, % at 10 µM. actives 0.59% (n = 330,000);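 active = inhibition of aptamer binding above 40%, roughly 3 SD of noise, on plates passing a quality check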;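 also: median bead fluorescence of bound FAM aptamer so fluorescent compounds give negative values; no value below 0 was filed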
# AGP1 TOR yeast: alters AGP1-GFP fluorescence in TOR pathway yeast screen | S. cerevisiae AGP1-GFP multiplex flow cytometry, 3 h; GFP as percent of DMSO wells | GFP response vs DMSO, % at 10 µM | actives 0.02% (n = 320,000);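 active = GFP response relative to DMSO above a set limit, near screen average plus 3 SD, cut at about 150% in these data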;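 also: median GFP channel fluorescence of the gated AGP1 strain per well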
# CIT2 TOR yeast: yeast TOR pathway CIT2-GFP modulation; GFP response vs DMSO, % at 10 µM; actives 0.065% (n = 320,000); S. cerevisiae CIT2-GFP strain, flow cytometry, 3 h; 100 means same as DMSO wells;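 active = GFP response relative to DMSO above a set limit, near the screen mean plus 3 SD, cut at about 150% in these data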;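 also: ratio of well median GFP fluorescence to mean of DMSO wells on the plate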
# * = called active by the depositor; . = no result given.
# Assay codes – A = MEX-5 binding; B = GLD-1 RNA inh; C = MCL1-BIM inh; D = VLA-4 inh; E = Fam108B counter; F = Bcl-xL primary; G = GRK2 inh; H = AGP1 TOR yeast; I = CIT2 TOR yeast
> CCOc1ccc(OCC)c(NC(=O)CSc2nc3c(c(=O)n(C)c(=O)n3C)n2C(C)C)c1
  A = 0.0; B = -2.5; C = 8.7; D = 7.3; E = -1.3; F = 7.5; G = 0.0; H = 93.1; I = .

> Cc1ccc(OCC(=O)NCCNC(=O)c2ccco2)cc1C
  A = 1.6; B = -3.1; C = -2.9; D = -6.8; E = -4.8; F = -1.3; G = 3.0; H = 99.7; I = 105.4

> O=C(NCC(=O)N1CCN(S(=O)(=O)c2ccccc2F)CC1)c1ccc2ccccc2c1
  A = -0.6; B = 1.5; C = 4.3; D = 2.6; E = 3.5; F = 5.0; G = 0.0; H = 112.4; I = 102.4

> NC(=S)N=Nc1ccc(NN=C(N)N)cc1
  A = -53.3*; B = -1.5; C = 15.7; D = -11.8; E = 0.2; F = 13.0; G = 2.0; H = 84.8; I = 91.7

> CCCSc1nnc(NC(=O)Nc2ccc(F)cc2)s1
  A = -0.3; B = -2.1; C = -10.6; D = 3.5; E = -3.0; F = 5.5; G = 1.0; H = 94.2; I = 88.4

> CCCCCCCCCCCCCC(=O)O
  A = .; B = 3.4; C = -3.4; D = 6.2; E = .; F = 1.7; G = 0.0; H = 93.7; I = 87.2

> Cc1nc(S(=O)(=O)Cc2ccccc2)nc2c1CCC2
  A = 1.1; B = -0.6; C = 3.6; D = -1.9; E = -0.6; F = 8.7; G = 0.0; H = 111.4; I = 110.7

> Cc1ccc(OCCC(=O)OCC(=O)NNC(=O)c2ccccc2)cc1
  A = 0.9; B = 5.9; C = -16.8; D = 0.0; E = -0.1; F = -6.0; G = 3.0; H = 100.7; I = 104.1

> Cc1nnc(SCC2=C(C(=O)O)N3C(=O)C(NC(=O)Cn4ncc(Cl)c4C)C3SC2)s1 (centres undefined)
  A = -3.5; B = -2.7; C = 15.8; D = 17.1; E = 5.8; F = 25.2; G = 13.0; H = 95.3; I = 98.8

> CC(=O)Nc1cc2c(cc1C(=O)c1ccccc1)OCCO2
  A = -0.2; B = -5.8; C = 1.1; D = -2.7; E = -3.8; F = -3.2; G = 0.0; H = 87.6; I = 84.3

> O=C(NCC(=O)N1CCCCCCC1)c1ccccc1Cl
  A = .; B = 2.3; C = -3.0; D = 40.1; E = .; F = 2.3; G = 0.0; H = 112.3; I = 105.8

> COc1ccc(C=O)cc1COc1ccc(F)cc1F
  A = -0.6; B = 2.5; C = 6.1; D = -6.2; E = -0.1; F = 6.1; G = 4.0; H = 99.1; I = 98.8

> Cc1ccc(NC(=O)c2oc3ccc(S(=O)(=O)N4CCOCC4)cc3c2C)cc1C
  A = -0.6; B = 8.7; C = -8.1; D = -2.2; E = -3.7; F = 4.4; G = 2.0; H = 103.8; I = 98.2

> CCOC(=O)C1=C(CSc2nc3ccccc3s2)NC(=O)NC1c1cccc([N+](=O)[O-])c1 (centres undefined)
  A = -0.3; B = -0.5; C = 2.3; D = 14.8; E = -2.0; F = 7.3; G = 1.0; H = 92.7; I = 93.5

> CCOc1cc2c(cc1OCC)CN(C(=O)c1cccc(S(=O)(=O)N3CCCC3)c1)CC2
  A = .; B = 2.4; C = -2.4; D = 12.6; E = .; F = -0.1; G = 0.0; H = 95.7; I = 79.5

> Cc1nc2ccccc2nc1N1CCC(C)CC1
  A = 1.1; B = -2.1; C = 3.5; D = -5.2; E = -2.6; F = 6.0; G = 4.0; H = 86.8; I = 116.6

> O=C(O)c1nn2c(C(F)(F)F)cc(-c3cccs3)nc2c1Cl
  A = -3.7; B = 5.0; C = 12.0; D = 45.5; E = 2.0; F = 15.7; G = 3.0; H = 109.5; I = 109.1

> Cc1ccc(S(=O)(=O)N2CCCC2C(=O)Nc2nc3c(s2)CCCC3)cc1 (centres undefined)
  A = 1.6; B = 0.6; C = 2.6; D = 2.8; E = 1.6; F = -0.5; G = 5.0; H = 101.4; I = 95.6

> COc1ccc(O)c(C(=O)c2cc(SCC(=O)O)c3nc4sc5c(c4c(=O)n3c2)CCCC5)c1
  A = -4.3; B = -1.0; C = 24.3; D = -1.4; E = -12.7; F = 13.9; G = 2.0; H = 105.3; I = 107.4

> Nc1[nH]ncc1-c1ccc(Cl)cc1
  A = 1.7; B = 2.2; C = 2.4; D = -0.8; E = 2.2; F = 4.1; G = 99.0*; H = 99.0; I = 109.9

> O=C(c1ccco1)N1CCN(C(=O)c2ccccc2OCc2ccc(Cl)cc2)CC1
  A = -0.6; B = -5.2; C = -2.2; D = 2.7; E = -3.7; F = 1.3; G = 0.0; H = 96.0; I = 87.0

> CC(C)CCN1CN(S(=O)(=O)c2cccs2)c2nc3ccccc3nc21
  A = 1.3; B = 3.5; C = 4.1; D = 6.8; E = -5.1; F = 7.9; G = 1.0; H = 97.5; I = 98.2

> CCN(Cc1ccccc1)C(=O)CSc1nc(C)cc2c1C(=O)OC2
  A = -1.8; B = 2.1; C = 0.3; D = 16.5; E = 2.9; F = 5.2; G = 0.0; H = 105.2; I = 98.5

> CCOC(=O)CSC(CC)C(=O)Nc1nnc(C(C)C)s1 (centres undefined)
  A = 0.8; B = -5.9; C = 6.1; D = -5.6; E = 4.7; F = 1.9; G = 30.0; H = 99.2; I = 102.8

> CC(C)[C@H](NC(=O)c1cccc(S(=O)(=O)N2CCOCC2)c1)C(=O)Nc1nccs1
  A = -1.2; B = -4.6; C = -3.9; D = 11.5; E = -0.5; F = -0.3; G = 0.0; H = 101.3; I = 94.9

> Cc1ccc(NC(=O)NCCN2CCN(C(=O)Nc3ccc(C)cc3)CC2)cc1
  A = -2.0; B = -6.8; C = 1.2; D = 10.8; E = 6.4; F = 1.8; G = 0.0; H = 102.3; I = 104.7

> COc1ccc(S(=O)(=O)n2c(C)nc3ccccc32)cc1C
  A = 0.6; B = 6.7; C = 1.1; D = -2.6; E = 2.4; F = 6.1; G = 0.0; H = 100.1; I = 111.5

> Cc1ccc(S(=O)(=O)N2CCCCC2)cc1NC(=O)c1cc(F)c(F)c(F)c1F
  A = .; B = 1.1; C = .; D = 3.4; E = .; F = .; G = 1.0; H = 100.2; I = 98.9

> O=C(/C=C/c1ccccc1Cl)N(Cc1ccccc1)C1CCS(=O)(=O)C1 (centres undefined)
  A = 1.7; B = 4.5; C = -1.9; D = 8.0; E = 4.5; F = -0.9; G = 0.0; H = 99.3; I = 94.8

> O=C(CCc1nc2ccccc2c(=O)[nH]1)Nc1cccc(S(=O)(=O)N2CCOCC2)c1
  A = 1.3; B = -4.0; C = -12.1; D = -3.1; E = -0.6; F = -1.1; G = 1.0; H = 108.0; I = 97.8

> CCOC(=O)N1CCN(CC(=O)Nc2ccc(OC)cc2)CC1
  A = 0.9; B = -1.9; C = 1.2; D = 15.1; E = -3.2; F = 5.0; G = 0.0; H = 102.4; I = 97.4

> COc1cc(C(=O)Nc2nnc(C(F)(F)F)s2)c([N+](=O)[O-])cc1OC
  A = 0.2; B = 0.3; C = 7.3; D = 25.0; E = 3.2; F = 3.0; G = 1.0; H = 96.8; I = 98.1

> CN(C(=O)c1ccncc1)c1ccccc1
  A = -1.4; B = -4.5; C = 12.3; D = 6.6; E = 6.7; F = 4.2; G = 0.0; H = 102.8; I = 101.3

> COc1ccc(C(=O)N(C)Cc2cnn(Cc3ccccc3)c2)cc1S(=O)(=O)N1CCOCC1
  A = .; B = 1.1; C = -3.2; D = 22.8; E = .; F = 1.3; G = 2.0; H = 95.3; I = 81.3

> Cc1cccc(NC(=O)c2ccc3nccnc3c2)n1
  A = 0.2; B = 2.7; C = 11.9; D = -10.6; E = 0.5; F = 7.6; G = 4.0; H = 108.2; I = 105.6

> Nc1ccn(-c2ncc(C(F)(F)F)cc2Cl)c(=O)n1
  A = 1.0; B = -2.5; C = 1.9; D = -3.5; E = -4.1; F = 1.6; G = 2.0; H = 116.3; I = 117.2

> Cc1cccc(C)c1OCc1n[nH]c(=S)o1
  A = 2.4; B = -2.5; C = -27.6; D = -5.8; E = -5.0; F = -38.9; G = 5.0; H = 95.0; I = 102.0

> COCCNC(=S)NCc1ccc2[nH]c3c(c2c1)CCCC3
  A = 1.4; B = 5.0; C = 19.4; D = 0.4; E = 1.7; F = 6.8; G = 0.0; H = 102.6; I = 101.8

> CC(C)NC(=O)CSc1nc2sccc2c(=O)n1-c1ccccc1
  A = -1.0; B = 4.6; C = -13.6; D = -3.2; E = 1.4; F = -4.8; G = 2.0; H = 107.5; I = 111.4

> O=C(NCc1ccc(Cl)cc1)c1cc([N+](=O)[O-])ccc1Cl
  A = -0.9; B = 7.7; C = -2.0; D = 1.8; E = 0.1; F = -0.1; G = 0.0; H = 102.1; I = 99.9

# Record cards (already shown). Screens in order: MEX-5 binding | GLD-1 RNA inh | MCL1-BIM inh | VLA-4 inh | Fam108B counter | Bcl-xL primary | GRK2 inh | AGP1 TOR yeast | CIT2 TOR yeast
# Record of CCOC(=O)N1CCN(CC(=O)Nc2ccc(OC)cc2)CC1 = 0.9 | -1.9 | 1.2 | 15.1 | -3.2 | 5.0 | 0.0 | 102.4 | 97.4
# Record of Cc1cccc(C)c1OCc1n[nH]c(=S)o1 = 2.4 | -2.5 | -27.6 | -5.8 | -5.0 | -38.9 | 5.0 | 95.0 | 102.0
# Record of COCCNC(=S)NCc1ccc2[nH]c3c(c2c1)CCCC3 = 1.4 | 5.0 | 19.4 | 0.4 | 1.7 | 6.8 | 0.0 | 102.6 | 101.8
# Record of O=C(NCc1ccc(Cl)cc1)c1cc([N+](=O)[O-])ccc1Cl = -0.9 | 7.7 | -2.0 | 1.8 | 0.1 | -0.1 | 0.0 | 102.1 | 99.9

# (cont.)
# Assay codes – A = MEX-5 binding; B = GLD-1 RNA inh; C = MCL1-BIM inh; D = VLA-4 inh; E = Fam108B counter; F = Bcl-xL primary; G = GRK2 inh; H = AGP1 TOR yeast; I = CIT2 TOR yeast
> Cn1nccc1NC(=O)COCC(=O)O
  A = 2.6; B = 6.0; C = 6.7; D = -0.1; E = 1.3; F = 4.3; G = 3.0; H = 106.3; I = 98.8

> COc1ccc(C(=O)NCc2ccc(-n3cccc3)cc2)cc1OC
  A = 0.7; B = 2.1; C = 6.6; D = 2.4; E = 3.6; F = 6.8; G = 3.0; H = 104.5; I = 104.5

> CCOC(=O)C(CC)n1cnc2c(nnn2-c2ccc(C)cc2)c1=O (centres undefined)
  A = .; B = 1.7; C = 3.0; D = -7.0; E = 1.6; F = 0.2; G = 0.0; H = 93.5; I = 102.7

> COC(=O)C1=C(Nc2ccccc2NS(=O)(=O)c2ccc(C(F)(F)F)cc2Cl)CSC1
  A = 1.8; B = 4.6; C = 5.1; D = 0.1; E = -2.3; F = 2.5; G = .; H = 103.9; I = 94.3

> Cn1nnnc1SCC(=O)Nc1ccc2c(c1)OCCO2
  A = 0.4; B = 13.2; C = -0.9; D = 5.2; E = 2.3; F = 7.2; G = 0.0; H = 96.1; I = 103.6

> O=C(O)c1ccc(N/N=C/c2c(F)cccc2Cl)cc1
  A = 0.8; B = 1.8; C = -4.5; D = 5.1; E = -1.2; F = 1.3; G = 1.0; H = 81.4; I = 76.0

> O=C(Nc1csc(Cl)c1)c1ccccc1
  A = -0.4; B = -2.8; C = -2.0; D = -5.1; E = -0.6; F = -0.5; G = 1.0; H = 94.8; I = 77.1

> CCOc1ccc(N2CC(C(=O)NCCc3ccc(F)cc3)CC2=O)cc1 (centres undefined)
  A = 0.5; B = -4.9; C = 7.0; D = 9.7; E = -1.0; F = 3.0; G = 2.0; H = 99.7; I = 92.9

> CCn1nc([N+](=O)[O-])c(C(C#N)c2nc3ccccc3n2C)c(Cl)c1=O (centres undefined)
  A = -8.2; B = 1.4; C = 14.8; D = 9.7; E = 8.5; F = 5.7; G = 2.0; H = 92.3; I = 89.4
